# Screens (PubChem)
# ARFGAP1 inhibitor – inhibits rat ARF GTPase activating protein 1 | 360,000 tested, 0.26% active | inhibition, % at 16.5 µM | Arfgap1-stimulated ARF1 GTP hydrolysis, GDP FP detection;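 active means inhibition above a per-plate limit, mean inhibition of low control wells plus 3 SD, cut at about 25% in these data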;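 further: 0% = DMSO wells with enzyme and 100% = wells lacking Arfgap1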
#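 material = rat Arfgap1 catalytic domain, aa 1-136 | also added = human ARF1(Δ1-17)-GTP substrate | compound dosing = one concentration, 16.5 µM, DMSO 1.26% | times = GTP hydrolysis reaction 2 h at 25 °C | measured by = FP, GDP Alexa 633 tracer displaced from anti-GDP antibody, 620/688 nm | evaluation = percent inhibition of Arfgap1-stimulated GTP hydrolysis | replication = single well per compound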
# DDE Tn7 FP inh – inhibitors of Tn7 peptide binding to human fibrin DD(E) | P02675 | FP displacement of FITC-Tn7 peptide from fibrin DD(E); 0% = median of compound wells per plate | inhibition, % at 8.3 µM | 370,000 tested, 0.13% active | AID 720508;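 active means inhibition above the mean of compounds falling within the control limits plus 3 SD of them, cut at about 14% in these data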;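 further: 0% = plate median of compound wells and 100% = 10 µM Aha-Tn7 peptide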
#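 system = human fibrin DD(E) protein | quantity = DD(E) 2 µM final | medium = Tris/NaCl/CaCl2 buffer, pH 7.8 | also added = labelled Tn7 tracer, 0.1 µM | compound dosing = single point at 8.3 µM | timing = compound with protein 10 min, then 3 h after probe, room temperature | signal = FP measurement | benchmarks = Aha-Tn7 high control | repeats = one replicate per compound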
# DDE Tn6 FP inh – inhibitors of Tn6 peptide binding to human fibrin DD(E) | inhibition, % at 8.3 µM | 370,000 tested, 0.21% active | Fibrin DD(E) TRITC-Tn6 fluorescence polarization displacement | AID 720509 | P02675;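 active means inhibition above a per-campaign cutoff: mean of compounds within control limits plus 3 SD, cut at about 15% in these data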;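 further: 0% = median of all compound wells on the plate and 100% = blocking peptide control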
# PLCb3 inh – blocks human PLC-beta3 enzyme activity; Purified PLC-beta3, fluorogenic substrate, fluorescence; Q01970; 370,000 tested, 0.18% active; inhibition, % at 12.2 µM; AID 720704; in the data active means inhibition above about 11%;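 further: 0% = median of compound wells on plate and 100% = full blocker control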
# UHRF1 MBD2 ctr – human UHRF1 methylated DNA binding inhibitors; Q96T88; UHRF1 binding to methylated oligo, TR-FRET; inhibition, % at 4.4 µM; 370,000 tested, 0.75% active; in the data active means inhibition above about 21%;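 further: UHRF1 SRA domain binding a hemimethylated CpG hairpin DNA probe; 0% = median of test compound wells and 100% = reference inhibitor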
# ASAP1 GAP inh – inhibitors of human ASAP1 ArfGAP activity | Q9ULH1 | ASAP1-stimulated ARF1 GTP hydrolysis, GDP FP detection | inhibition, % at 16.5 µM | 360,000 tested, 0.19% active | AID 624377; in the data active means inhibition above about 25%;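 further: 0% = vehicle with enzyme and substrate and 100% = no enzyme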
# PLCg1 inh – blocks human PLC-gamma1 enzyme activity | P19174 | purified PLC-gamma1, fluorogenic substrate, fluorescence | inhibition, % at 12.2 µM | 370,000 tested, 0.84% active | AID 720700; in the data active means inhibition above about 9.5%
# ADAM17 inh – inhibits human ADAM17; AID 720648; recombinant ADAM17, EDANS/DABCYL FRET peptide cleavage; inhibition, % at 6.95 µM; P78536; 370,000 tested, 0.83% active;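 active means inhibition above the mean of compounds lying between control limits plus 3 SD, set per campaign, cut at about 8.5% in these data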;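 further: 0% = DMSO-only wells as the low control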
# Target sequence (P78536 215-824 limits assumed): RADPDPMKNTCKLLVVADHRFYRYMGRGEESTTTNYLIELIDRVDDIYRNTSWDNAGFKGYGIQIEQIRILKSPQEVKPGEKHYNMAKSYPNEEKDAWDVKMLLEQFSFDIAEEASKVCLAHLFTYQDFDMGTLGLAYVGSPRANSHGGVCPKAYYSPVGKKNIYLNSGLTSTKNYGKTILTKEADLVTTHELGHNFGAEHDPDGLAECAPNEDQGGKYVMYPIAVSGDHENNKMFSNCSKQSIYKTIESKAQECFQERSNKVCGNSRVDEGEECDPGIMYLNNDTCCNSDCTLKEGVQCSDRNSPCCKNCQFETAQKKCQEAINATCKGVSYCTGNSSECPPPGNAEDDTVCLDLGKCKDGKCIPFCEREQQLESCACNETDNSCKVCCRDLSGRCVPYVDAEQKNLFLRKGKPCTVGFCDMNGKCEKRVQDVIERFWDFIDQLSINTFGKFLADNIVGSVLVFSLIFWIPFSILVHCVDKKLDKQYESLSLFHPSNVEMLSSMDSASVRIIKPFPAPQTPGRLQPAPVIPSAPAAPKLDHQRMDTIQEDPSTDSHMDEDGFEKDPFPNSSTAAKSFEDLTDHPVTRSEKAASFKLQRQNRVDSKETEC
# KLK7 zymogen act – activates the human kallikrein-7 zymogen; P49862; purified proKLK7, EDANS-DABCYL substrate fluorescence; 100% is mature enzyme control, 0% vehicle; activation, % at 7 µM; 370,000 tested, 0.9% active;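 active means activation above the mean of all tested compounds plus 3 SD, computed per campaign excluding outliers beyond control limits, cut at about 13% in these data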
# MBD2 inh – blocks human MBD2 binding to methylated DNA; 370,000 tested, 0.31% active; inhibition, % at 4.4 µM; TR-FRET, MBD2 binding to methylated oligonucleotide; Q9UBB5; in the data active means inhibition above about 13%
# Target sequence (Q9UBB5 whole entry, looked up): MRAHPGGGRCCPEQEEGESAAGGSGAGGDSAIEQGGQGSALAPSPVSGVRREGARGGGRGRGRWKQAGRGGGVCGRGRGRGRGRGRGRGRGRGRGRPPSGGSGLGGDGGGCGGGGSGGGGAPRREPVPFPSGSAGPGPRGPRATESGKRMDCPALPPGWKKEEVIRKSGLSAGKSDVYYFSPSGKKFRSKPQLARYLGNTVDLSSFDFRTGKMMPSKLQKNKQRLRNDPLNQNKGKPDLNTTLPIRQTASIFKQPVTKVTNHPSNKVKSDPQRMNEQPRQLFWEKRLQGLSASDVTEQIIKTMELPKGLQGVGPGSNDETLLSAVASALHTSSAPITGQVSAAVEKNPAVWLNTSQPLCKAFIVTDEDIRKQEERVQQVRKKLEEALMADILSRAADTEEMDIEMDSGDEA
# Starred values were filed as active, the others as inactive; i = inactive.
SMILES,ARFGAP1 inhibitor,DDE Tn7 FP inh,DDE Tn6 FP inh,PLCb3 inh,UHRF1 MBD2 ctr,ASAP1 GAP inh,PLCg1 inh,ADAM17 inh,KLK7 zymogen act,MBD2 inh
Fc1ccc(-n2c(Cc3ccccc3)nnc2SCc2nc(-c3ccc(Cl)cc3)no2)cc1,6,-4,-8,-4,8,-2,-1,5,-0.2,6
CC(Sc1n[nH]c(N)n1)C(=O)NC1CCCCC1C (stereo unspecified),2,-4,-5,-7,0,-5,-4,-1,0.1,-6
COC(=O)CCCC(=O)N1CCCC(C(=O)c2ccc(-c3ccccc3)cc2)C1 (stereo unspecified),-7,1,2,-7,2,12,-6,-6,0.7,4
Cc1cccc(NC(=O)c2ccc(-n3cncn3)c([N+](=O)[O-])c2)c1,-4,1,2,-8,1,-9,3,-4,-0.6,2
CCCCCCn1c(N2CCC(C)CC2)nc2c1c(=O)[nH]c(=O)n2C,-1,0,-3,4,2,10,4,-3,0.2,-3
O=C(c1ccccc1)n1c(=O)c(F)cn(COCCBr)c1=O,5,-1,-6,-4,3,8,1,-3,-0.3,2
COc1cccc(OCC(=O)Nc2ccccc2NC(C)=O)c1,18,-7,17*,2,-1,2,-1,-1,0.0,0
O=C(CC1(O)C(=O)N(Cc2ccccc2)c2ccccc21)c1ccncc1 (stereo unspecified),2,9,5,1,0,-7,0,-1,0.6,-6
O=P(Cc1ccccc1O)(c1ccccc1)c1ccccc1,0,6,4,3,3,-9,2,-5,-0.5,-4
CNC(=O)COC(=O)/C=C/c1cccc(F)c1,-4,5,-2,-2,-1,-3,3,-1,0.3,3
O=C(NCc1ccncc1)c1cn(-c2ccccc2)nc1-c1cccnc1,6,-1,-6,-6,-2,6,-2,-2,0.8,4
CCOc1ccc(C(=O)N(CN2CCCC2=O)c2ccccc2)cc1,-4,0,1,2,1,-3,9.9*,1,-0.1,0
CC(=O)Nc1cc(NC(C)=O)cc(C(=O)OCC(=O)N2CC(C)OC(C)C2)c1 (stereo unspecified),9,1,2,4,1,-1,3,3,0.6,-2
CCc1ccc(NC(=O)C(=O)NCC2CCCN2S(=O)(=O)c2cccs2)cc1 (stereo unspecified),6,-3,-1,-9,-2,8,4,-4,0.2,-2
O=C(CCc1nc2ccccc2n1-c1ccccc1)NCCO,15,2,-3,-1,2,0,0,-3,0.6,-3
Oc1ccccc1N1CCN(C(=S)Nc2ccc(SC(F)F)cc2)CC1,12,4,-4,2,0,-2,1,-1,0.2,-5
COc1ccc(C)cc1NC(=O)c1c([N+](=O)[O-])cnn1C,5,-1,-8,-4,2,13,0,-1,0.3,5
O=C(O)c1ccc(N/N=C/C=C/c2ccccc2[N+](=O)[O-])cc1,1,-3,2,-1,-4,-3,-1,-6,0.2,2
Cc1ccc(S(=O)(=O)NCC(C)n2cncn2)cc1C (stereo unspecified),8,2,-2,-6,1,-3,1,-4,-0.1,8
COc1ccc(-n2c(CN3CCC(C)CC3)nc3ccc([N+](=O)[O-])cc3c2=O)c(OC)c1,3,-2,12,-9,-2,-8,-1,1,-0.2,-7

# 7 structures from above, ordered by SMILES length, falling.
SMILES,ARFGAP1 inhibitor,DDE Tn7 FP inh,DDE Tn6 FP inh,PLCb3 inh,UHRF1 MBD2 ctr,ASAP1 GAP inh,PLCg1 inh,ADAM17 inh,KLK7 zymogen act,MBD2 inh
COc1ccc(-n2c(CN3CCC(C)CC3)nc3ccc([N+](=O)[O-])cc3c2=O)c(OC)c1,3,-2,12,-9,-2,-8,-1,1,-0.2,-7
CC(=O)Nc1cc(NC(C)=O)cc(C(=O)OCC(=O)N2CC(C)OC(C)C2)c1 (stereo unspecified),9,1,2,4,1,-1,3,3,0.6,-2
O=C(O)c1ccc(N/N=C/C=C/c2ccccc2[N+](=O)[O-])cc1,1,-3,2,-1,-4,-3,-1,-6,0.2,2
O=C(NCc1ccncc1)c1cn(-c2ccccc2)nc1-c1cccnc1,6,-1,-6,-6,-2,6,-2,-2,0.8,4
Oc1ccccc1N1CCN(C(=S)Nc2ccc(SC(F)F)cc2)CC1,12,4,-4,2,0,-2,1,-1,0.2,-5
CCOc1ccc(C(=O)N(CN2CCCC2=O)c2ccccc2)cc1,-4,0,1,2,1,-3,9.9*,1,-0.1,0
Cc1ccc(S(=O)(=O)NCC(C)n2cncn2)cc1C (stereo unspecified),8,2,-2,-6,1,-3,1,-4,-0.1,8

# Continuation.
SMILES,ARFGAP1 inhibitor,DDE Tn7 FP inh,DDE Tn6 FP inh,PLCb3 inh,UHRF1 MBD2 ctr,ASAP1 GAP inh,PLCg1 inh,ADAM17 inh,KLK7 zymogen act,MBD2 inh
O=C(CN1C(=O)c2ccccc2C1=O)N1CCN(S(=O)(=O)c2ccccc2)CC1,4,-3,6,-7,1,-3,-1,-2,-0.7,0
Cc1cc(C)cc(N(CCC#N)C(=O)CSc2ncnc3sccc23)c1,6,-10,-3,-6,2,-14,5,3,0.0,-1
O=C(Nc1ccc(Cl)cc1C(=O)NCC1CCCO1)c1ccc(Cl)cc1Cl (stereo unspecified),5,-1,1,0,1,-3,0,5,-0.1,-2
CCSc1ncnc2c(C#N)c3n(c12)CCCCC3,-2,-2,6,-1,-1,3,-2,-1,-0.1,-6
CC(C)OC(=O)c1ccc(NC(=O)c2ccco2)cc1,-1,3,5,3,0,13,4,1,-0.6,4
Cc1cccc2c(=O)cc(C)n(CC(=O)N3CCOCC3)c12,14,-4,-6,-2,0,13,4,-8,0.5,4
Cc1ccc(C(=O)N/C(=C\c2ccc3c(c2)OCO3)C(=O)N2CCOCC2)cc1,1,-2,4,-13,4,-1,-1,2,-0.7,2
CCOC(=O)C1CCN(C(=O)c2ccc(NS(=O)(=O)c3ccc(F)cc3C)cc2)CC1,8,-1,-7,-3,-3,-7,3,-2,0.3,1
CC(=O)c1ccc(NC(=O)C2(S(=O)(=O)c3ccccc3)CC2)cc1,1,5,-1,2,-1,-5,2,-2,0.0,-2
CC1=NC(C(F)(F)F)(C(F)(F)F)C2=C(CC(C)(C)CC2=O)N1Cc1ccco1,5,14*,-8,3,-2,-5,-4,-4,-0.1,-6
NNC(=O)c1ccc(COc2ccc3ccccc3c2)o1,-11,5,6,-10,-1,-5,-7,-15,0.3,-5
NS(=O)(=O)c1ccc(CCNC(=O)C(=O)NCC2OCCN2S(=O)(=O)c2cc(F)ccc2F)cc1 (stereo unspecified),12,9,1,-5,-1,0,0,-4,-0.8,0
Cc1cc(NC(=O)C(C)SCC(=O)NCc2ccc(F)cc2)no1 (stereo unspecified),-4,-3,0,-4,-1,-1,-1,-5,0.6,-1
O=C(COc1ccc(Br)cc1)N1CCN(c2ncccn2)CC1,-3,-7,-1,-4,0,-10,-3,-3,0.1,-1
COc1ccc(C2CC(c3c(-c4ccccc4)c4cc(Cl)ccc4[nH]c3=O)=NN2S(C)(=O)=O)cc1 (stereo unspecified),1,-4,-3,-1,2,1,1,-2,0.1,1
CCn1c(SCC(=O)c2ccccc2)nnc1-c1ccoc1C,-5,-2,1,-1,0,8,-3,-6,-0.7,-3
COc1ccc(/C=c2\sc3nc(=O)c(C)nn3c2=O)c(OC)c1,-10,-2,-2,-3,-6,11,-2,1,-0.4,-3
COc1ccc(OCC(=O)NNC(=O)C(=O)Nc2cc(OC)ccc2OC)cc1,0,4,1,-9,-3,11,-3,-2,0.1,3
Cc1c(C(=O)OCCOc2ccccc2)[nH]c2c1C(=O)CCC2,-2,1,2,0,0,18,0,-1,0.6,0
CC(C)CNC(=O)COC(=O)c1c2c(nc3ccccc13)/C(=C/c1cccs1)CC2,11,-4,-1,i,-2,3,i,-9,-3.7,1

# For reference, some entries already given:
SMILES,ARFGAP1 inhibitor,DDE Tn7 FP inh,DDE Tn6 FP inh,PLCb3 inh,UHRF1 MBD2 ctr,ASAP1 GAP inh,PLCg1 inh,ADAM17 inh,KLK7 zymogen act,MBD2 inh
NNC(=O)c1ccc(COc2ccc3ccccc3c2)o1,-11,5,6,-10,-1,-5,-7,-15,0.3,-5
NS(=O)(=O)c1ccc(CCNC(=O)C(=O)NCC2OCCN2S(=O)(=O)c2cc(F)ccc2F)cc1 (stereo unspecified),12,9,1,-5,-1,0,0,-4,-0.8,0

# Later entries:
SMILES,ARFGAP1 inhibitor,DDE Tn7 FP inh,DDE Tn6 FP inh,PLCb3 inh,UHRF1 MBD2 ctr,ASAP1 GAP inh,PLCg1 inh,ADAM17 inh,KLK7 zymogen act,MBD2 inh
C(=N\N1CCN(Cc2ccccc2)CC1)/c1ccc(-c2ccccc2)cc1,-1,4,2,1,6,-13,1,-4,-1.3,3
CC(C)=CC(=O)OCC(=O)Nc1cc(C)ccc1C,6,-1,-1,-5,2,6,4,-3,-0.3,-3
Cc1noc(C)c1S(=O)(=O)Nc1ccc2c(c1)C(=O)N([C@H](C)CO)C[C@H](C)[C@@H](CN(C)C(=O)NC(C)C)O2,0,0,1,0,1,8,2,-1,0.5,-1
COC(=O)c1ccc(NC(=O)C2CC(=O)N(c3cc(C)ccc3C)C2)cc1 (stereo unspecified),8,-1,-16,4,1,-8,3,-2,0.3,-5
CN(Cc1ccc(F)cc1)C(=O)COc1ccccc1-c1ccccc1,-3,-1,-8,-2,2,-5,-1,4,0.5,1
COc1cc(C(=O)OCC(=O)NCC2CCCO2)cc(OC)c1OC (stereo unspecified),7,6,0,-8,1,-10,0,-2,-0.1,-1
Cc1ccc(SCC(=O)OCC(=O)NCC2CCCCC2)cc1C,18,-8,0,0,3,-14,3,3,0.1,-3
C/C(=N\NC(=O)C(C)Nc1cccc(Cl)c1)c1ccc([N+](=O)[O-])cc1 (stereo unspecified),-2,5,5,-4,4,22,-3,-4,-0.7,3
Cc1cc2oc(C(=O)Nc3ccc(S(=O)(=O)N4CCCC(C)C4)cc3)cc(=O)c2cc1Cl (stereo unspecified),3,0,2,2,2,-9,-1,-3,0.0,2
CCCC(C(=O)NC1CCCC1)N(C(=O)c1snc(C(N)=O)c1N)c1ccc(OCC)cc1 (stereo unspecified),-1,3,4,-9,4,-1,-1,-4,-0.1,0
CC1Oc2ccccc2N(CC(=O)NCCc2ccccc2)C1=O (stereo unspecified),-4,0,4,0,0,-2,3,-4,0.5,-2
Clc1ccc(-c2cn3cc(Br)ccc3n2)cc1Cl,16,-2,-2,-1,11,2,-1,-1,0.1,6
CCOc1cc(C2C(C#N)=C(N)OC(C)=C2C(C)=O)cc(Br)c1O (stereo unspecified),10,7,4,-54,-2,6,-37,-5,2.7,0
